HP1b chromo inh: inhibitors of HP1-beta chromodomain binding to methylated histone tails | 390,000 tested, 0.56% active | Potency, µM (doses to about 114 µM), for the others: at the top dose activity change, negative = inhibition, actives largely listed as inhibitors | AlphaScreen HP1-beta / biotin-H3K9me3 peptide binding | P83916; note: potency is the fitted concentration of half-maximal effect; nearly all actives have a fitted effect of over 70% in size; inactives centre near 23
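Compound inhibition of the preformed complex between 50 nM HP1-beta and 50 nM biotinylated H3K9me3 peptide was read by AlphaScreen. Buffer was PBS pH 7.4 with 0.01% Tween-20. Incubations ran 30 min at room temperature, with 10 ug/mL donor/acceptor beads.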
Pin1 inh: human Pin1 inhibition. Q13526. Pin1 FP peptide displacement, HiFluor488, 10 min. Potency, µM (series often up to 115 µM), inactives show at the top dose activity, negative = inhibition, most hits filed as inhibitors. 390,000 tested, 0.009% active; active = well fitted inhibition curve with a large enough effect in the polarisation, with a control signal flat, not every such curve was filed as active; inconclusive = small, poorly fitted or top-dose-only effect, or effect the other way, or a change in a side signal; inactive = no such curve, though single readings can be large or run the other way; the % refers to the polarisation; note: potency is the fitted concentration of half-maximal effect; % is set by controls: 0 for no effect and ±100 for the full control effect
Target sequence (Q13526 whole entry, looked up): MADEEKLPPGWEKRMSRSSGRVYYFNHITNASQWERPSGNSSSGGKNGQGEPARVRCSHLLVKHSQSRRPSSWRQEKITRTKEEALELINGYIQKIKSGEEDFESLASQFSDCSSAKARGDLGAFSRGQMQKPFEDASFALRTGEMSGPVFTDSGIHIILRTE
PI4K2A inh: inhibitors of human PI4K2A | Q9BTU6 | AID 1346378 | purified PI4K2A, ADP-Glo luminescence, 1 h; hits give low values | activity change, negative = inhibition, % at 76.9 µM | 420,000 tested, 0.13% active; in the data active = activity change below about -50%; inconclusive = mostly about -30% to -49%;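 note: -100% = wells without enzyme as full effect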
Target sequence (Q9BTU6 whole entry, looked up): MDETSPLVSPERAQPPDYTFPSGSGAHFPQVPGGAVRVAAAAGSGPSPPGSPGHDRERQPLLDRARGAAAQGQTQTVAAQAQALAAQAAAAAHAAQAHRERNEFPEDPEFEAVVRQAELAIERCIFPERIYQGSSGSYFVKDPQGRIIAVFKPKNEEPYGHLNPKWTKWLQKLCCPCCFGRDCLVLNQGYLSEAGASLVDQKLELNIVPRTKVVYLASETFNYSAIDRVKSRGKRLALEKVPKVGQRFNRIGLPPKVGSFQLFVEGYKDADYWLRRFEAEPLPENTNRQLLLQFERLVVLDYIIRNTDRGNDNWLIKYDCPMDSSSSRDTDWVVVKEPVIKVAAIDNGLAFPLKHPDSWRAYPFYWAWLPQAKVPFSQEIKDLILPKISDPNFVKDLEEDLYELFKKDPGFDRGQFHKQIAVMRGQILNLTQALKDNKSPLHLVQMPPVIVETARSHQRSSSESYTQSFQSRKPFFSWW
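ADP-Glo luminescence measured ADP generated by PI4K2A enzyme (4 ug/mL before mixing) with 1.2 mM PI substrate (pre-mix) and 300 microM ATP (pre-mix). Tris pH7.5 buffer with MgCl2, Triton X-100; 1 h reaction at ambient temperature.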
PGK inhibitor: inhibitors of T. brucei phosphoglycerate kinase. PGK/GAPDH coupled, Kinase-Glo luminescence, 60 min. Potency, µM (doses to about 57.5 µM), inactives show top-dose activity change, negative = inhibition, most hits filed as inhibitors. 380,000 tested, 0.043% active. AID 602233; note: potency is the fitted concentration of half-maximal effect; % is set by controls: 0 for no effect and ±100 for the full control effect; nearly all actives have a fitted effect of over 60% in size
Target sequence (P07378 whole entry, looked up): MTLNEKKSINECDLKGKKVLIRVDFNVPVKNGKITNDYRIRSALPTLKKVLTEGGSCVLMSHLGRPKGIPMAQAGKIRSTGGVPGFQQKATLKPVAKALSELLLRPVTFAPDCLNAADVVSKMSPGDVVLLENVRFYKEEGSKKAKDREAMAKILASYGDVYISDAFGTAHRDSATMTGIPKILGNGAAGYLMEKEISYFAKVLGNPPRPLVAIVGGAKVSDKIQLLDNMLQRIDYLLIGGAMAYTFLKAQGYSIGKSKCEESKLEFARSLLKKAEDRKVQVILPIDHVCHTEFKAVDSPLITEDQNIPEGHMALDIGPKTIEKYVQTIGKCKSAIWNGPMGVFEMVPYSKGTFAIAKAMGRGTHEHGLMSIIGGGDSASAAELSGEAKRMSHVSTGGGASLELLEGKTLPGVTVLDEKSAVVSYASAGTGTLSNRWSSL
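Luminescent ATP detection (Kinase-Glo Plus) follows a 60-minute room-temperature incubation, with wells lacking PGK as controls. Buffer: 100 mM TEA (pH 7.6), 5 mM MgCl2, 0.01% Tween-20. Coupling enzyme GAPDH (100 nM final) supplies unstable 1,3-BPG in-well.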
JMJD2A Tudor inh: inhibitors of human JMJD2A Tudor domain; O75164; AlphaScreen JMJD2A-Tudor / H3K4me3 peptide binding; Potency, µM (doses to about 114 µM), without a hit: at the top dose activity change, negative = inhibition, hits mostly inhibitors; 390,000 tested, 4.4% active; note: potency is the fitted concentration of half-maximal effect; % is set by controls: 0 for no effect and ±100 for the full control effect; nearly all actives have a fitted effect of over 50% in size
BAZ2B inh: inhibitors of human BAZ2B bromodomain | Q9UIF8 | AlphaScreen BAZ2B-H3K14Ac peptide displacement | Potency, µM (series often up to 114 µM), without a hit: at the top dose activity change, negative = inhibition, most hits filed as inhibitors | 360,000 tested, 4.4% active | AID 504333; note: potency is the fitted concentration of half-maximal effect; % is set by controls: 0 for no effect and ±100 for the full control effect; nearly all actives have a fitted effect of over 60% in size
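In this displacement format the biotinylated H3(5-23) peptide acetylated at Lys14 serves as ligand at 50 nM, with BAZ2B at 50 nM in PBS pH 7.4 containing 0.01% Tween-20. Donor and acceptor beads are 10 ug/mL final.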
GLS inhibitor: glutaminase GLS (human) inhibition; O94925; GLS enzymatic activity, qHTS titration; Potency, µM (doses to about 45.5 µM), for the others: at the top dose activity change, negative = inhibition, hits mostly inhibitors; 410,000 tested, 0.21% active; note: potency is the fitted concentration of half-maximal effect; % is set by controls: 0 for no effect and ±100 for the full control effect
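Enzyme dispensed in phosphate buffer (45 mM, pH 8.2, 0.02% Tween-20), compounds pinned in, then 1 mM L-glutamine solution and the glutamate oxidase–HRP–Amplex Red mix added; fluorescence read immediately and again after 30 min at room temperature.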
G9a block: inhibitors of human histone lysine methyltransferase G9a | AID 504332 | G9a H3K9 monomethylation, AlphaScreen, 2 h | 350,000 tested, 8.8% active | Q96KQ7 | Potency, µM (series often up to 102 µM), for the others: top-dose activity, negative = inhibition, actives largely listed as inhibitors; note: potency is the fitted concentration of half-maximal effect; % is set by controls: 0 for no effect and ±100 for the full control effect; nearly all actives have a fitted effect of over 75% in size
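Compounds were preincubated with 20 nM G9a for 15 min, after which biotinylated H3K9 peptide (500 nM) and SAM (20 uM) started a 2 h room-temperature reaction. Monomethylated product was quantified by antibody-based AlphaScreen chemiluminescence.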
Pol eta inh: inhibitors of human DNA polymerase eta; Q9Y253; recombinant Pol eta, fluorescent DNA replication assay; Potency, µM (series often up to 114 µM), inactives show at the highest dose activity change, negative = inhibition, actives largely listed as inhibitors; 390,000 tested, 1.2% active; note: potency is the fitted concentration of half-maximal effect; % is set by controls: 0 for no effect and ±100 for the full control effect
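Fluorescent replication assay: 50 nM final substrate added after a 15 min room-temperature compound preincubation with 10 nM enzyme. Signal taken at 0 min and again at 10 min.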
Active calls of the source: *; i = inactive; ? = inconclusive; . = no result given; [ ] = dose if it differs, or a comment. Unless noted, calls come from the whole dose curve; as a rule, active = well fitted curve in the direction sought with a large enough effect; inconclusive = small, poorly fitted or top-dose-only effect, or another doubt; inactive = no such curve, though single readings can be large; an effect the other way counts as inactive or inconclusive. Some of the compounds tested (hit frequency here may not be typical).

#	molecule	HP1b chromo inh	Pin1 inh	PI4K2A inh	PGK inhibitor	JMJD2A Tudor inh	BAZ2B inh	GLS inhibitor	G9a block	Pol eta inh
1	O=C(Cn1c(=O)oc2ccc(Cl)cc21)Nc1ccon1	40.8%[activator]	-8.9%	3.6	i	-14.7%	-3.3%	1.0%	14.9%	2.6%
2	N=C(SC1CC(=O)N(c2ccc(F)cc2)C1=O)N1N=C(c2ccccc2)CC1c1ccccc1 (stereo not given)	36.5%	0.2%	2.6	-0.8%	-5.1%	-17.1%	-1.1%	12.5%	5.1%
3	CCOc1cc(/C=C2\COc3ccccc3C2=O)ccc1OCC(=O)N(C)C	-12.6%	-3.0%	-4.0	5.8%	-31.5%	?	1.5%	-19.4%	?
4	CCOc1ccc(-n2c(SCc3nc(-c4ccc(C)cc4)no3)nnc2-c2ccncc2)cc1	13.5%	-8.7%	-0.2	-2.9%	-35.8%	-5.5%	4.3%	79.4µM*	-13.9%
5	COc1cc2cc(CCCOC(=O)c3ccc(C#N)cc3)oc(=O)c2cc1OC	58.2%[activator]	-0.8%	-0.6	6.4%	-7.7%	1.8%	-5.8%	5.8%[0.501 µM]	-17.9%
6	Cc1cc(NC(=O)C2CCCN(S(=O)(=O)c3c(C)noc3C)C2)n[nH]1 (stereo not given)	47.7%[activator]	-0.8%	-0.5	6.6%	-6.9%	-3.5%	-0.9%	-12.6%	-21.6%
7	O=C(Cn1cc(S(=O)(=O)N2CCCC2)c(S(=O)(=O)N2CCCC2)c1)Nc1cccc(F)c1	3.3%	-2.6%	-0.1	i	-9.7%	10.9%[57.1 µM]	5.9%	-12.2%[59 µM]	-19.4%
8	Cc1cc2c3c(c1)C1(C(=O)N3C(C)(C)CC2C)C(C#N)=C(N)Oc2n[nH]c(C)c21 (stereo not given)	18.7%	1.7%	3.4	-4.3%	-16.5%	-7.5%	6.4%	8.9%[12.7 µM]	-8.0%
9	CCOC(=O)c1[nH]c2cc(OC)c(OC)cc2c1N	12.3%	-10.8%	8.3	-6.8%	56.2µM*	-35.4%	22.7%	3.16µM*	?
10	O=C1C(=O)N(CCCn2ccnc2)C(c2cccnc2)/C1=C(/O)c1ccc(F)cc1 (stereo not given)	18.5%	-8.3%	-3.3	i	?	?	-12.6%	-8.4%[59 µM]	7.2%
11	COc1ccc(C2N(c3ccccn3)C(=O)C3CCCN32)c(OC)c1 (stereo not given)	52.8%[activator]	-7.9%	-1.6	-4.8%	-15.3%[57.1 µM]	-30.6%	3.7%	6.6%[12.7 µM]	-6.1%
12	COc1cccc(-n2c(Cc3cc(=O)[nH]c(=O)[nH]3)nnc2SCC(=O)NC2CCCC2)c1	45.2%[activator]	?	-4.2	-6.3%	-1.4%	0.2%	-4.9%	?	-6.1%
13	CC(=O)Nc1cc2c(cc1C(=O)C(C)C)OCCO2	31.3%	-10.0%	5.2	-5.9%	4.0%	-1.0%	-2.6%	14.8%[59 µM]	-4.8%
14	CCC1CCCCN1C(=O)C(=O)c1cn(CC(=O)N(CC)CC)c2ccccc12 (stereo not given)	30.7%	-15.6%	-2.2	-0.8%	-15.2%	-6.6%	1.1%	-2.2%	0.1%
15	O=C(Oc1ccc2ccc(=O)oc2c1)c1ccco1	34.9%	-13.0%	6.8	-8.9%	2.8%	-7.7%	-0.9%	-20.6%	-1.3%
16	CC(=O)Nc1cccc(NC(=O)CSc2nc(=O)n3cccc(C)c3n2)c1	14.2%	-0.7%	7.6	-1.2%	-20.7%	11.3%	-0.6%	10.3%[59 µM]	-8.5%
17	CO/N=C(\C(=O)O)c1csc(NN=C(C)C)n1	?	-5.3%	-5.4	-1.5%	22.4µM*	-19.2%	10.7%	22.4µM*	-15.8%
18	Cc1ccc(Cn2c(CN3CCOCC3)nc3c2c(=O)n(C)c(=O)n3C)cc1	42.1%[activator]	-0.1%	1.6	-9.0%	-10.3%	-5.4%	-2.7%	-22.0%[59 µM]	-6.0%
19	COc1cc(OC)cc(C(=O)Nc2nnc(SCC(=O)NCc3ccco3)s2)c1	14.6%	-0.4%	-1.4	-0.3%	-26.0%	?	-1.5%	4.9%	-16.3%
20	Cc1c(/C=N\NC(=O)c2cc3ccccc3o2)c2ccccc2n1C	45.9%[activator]	17.3%	-5.0	-1.4%	-16.3%	-4.3%	2.6%	7.6%	-14.9%
21	Cc1ccc(S(=O)(=O)N2CCN(C(C)C)CC2)cc1	38.3%	-3.5%	7.4	-6.6%	-9.8%	-5.1%	0.0%	-5.5%	2.4%
22	C=CCn1c(SCc2nc3ccccc3c(=O)[nH]2)nnc1-c1cc2cc(Cl)ccc2o1	19.0%	1.2%	10.1	3.3%	-6.1%	-2.4%	23.3%	-18.3%[12.7 µM]	-1.6%
23	Cc1ccc(C(=O)Nc2ccccc2C(=O)N2CCCCC2C)cc1 (stereo not given)	21.7%	-5.0%	-3.0	i	-10.4%	-23.8%	-5.7%	28.5%	-16.6%
24	CC(C)N(C(=O)COC(=O)c1cccnc1Cl)c1ccccc1	13.5%	3.7%	1.3	0.5%	0.7%	.	-3.2%	.	0.7%
25	Cc1cccc(Cc2nnc(CCC(=O)N(C)CCc3ccccc3)o2)c1	32.6%	-5.3%	1.5	-2.1%	-11.6%	17.9%	2.0%	.	-4.3%
26	CCCCn1c(N)c(N(CCOC)C(=O)CSCC(=O)Nc2cccc(C)c2)c(=O)[nH]c1=O	8.7%	3.2%	1.8	9.8%	9.6%	-1.7%	4.0%	13.6%[59 µM]	-15.5%
27	CN(CC(=O)Nc1cccc(F)c1)C(=O)COc1ccc2c(c1)CCC2	-5.1%	1.1%	1.5	-9.4%	-2.6%	.	2.9%	.	-20.0%
28	CCCN1CCN(S(=O)(=O)c2ccc3c(c2)CC(C)N3C(=O)C2CC2)CC1 (stereo not given)	34.4%	-1.2%	9.9	i	-9.2%	-11.7%	-12.5%	16.5%[59 µM]	-3.3%
29	Cc1cc2nc(CCN(Cc3cccnc3)C(=S)Nc3ccc(F)cc3)[nH]c2cc1C	16.0%	3.8%	2.6	4.7%	-24.5%	10.5%[57.1 µM]	1.9%	-24.6%	-15.3%
30	Cc1nn(S(=O)(=O)c2ccc(C(C)C)cc2)c(C)c1S(=O)(=O)N1CCCCCC1	23.5%[57 µM]	6.9%	-0.4	9.8%	-10.5%	-14.6%	4.9%	2.4%[59 µM]	-10.7%
31	COc1cc(OC)cc(C(=O)N[C@H](C(=O)OCC(=O)Nc2ccc(OC)c(OC)c2)C(C)C)c1	38.2%	0.0%	-3.5	-0.9%	-3.1%	-19.8%	3.8%	-15.0%	-17.1%
32	O=C(NCCc1ccc(Cl)cc1)C1COc2ccccc2C1 (stereo not given)	25.3%[57 µM]	-4.0%	-4.3	-7.8%	-9.9%	0.2%	-5.5%	-3.2%[59 µM]	-5.2%
33	CC(C)(C)OC(=O)NCCC(=O)N/N=C/c1cccc2nccnc12	59.5%[activator]	-3.3%	-5.2	-0.4%	-30.9%	?	-5.2%	?	-3.6%
34	CC(C)c1ccc(NC(=O)CN(Cc2ccccc2)S(C)(=O)=O)cc1	43.6%[activator]	?	1.4	-0.7%	-13.9%	-10.4%	-4.6%	-25.3%[59 µM]	?
35	CCn1c(COc2ccc(=O)n(-c3ccccc3)n2)nnc1SCc1ccc(OC)cc1	10.1%	-1.6%	0.8	3.0%	-12.3%	0.2%	4.3%	9.2%	-9.9%
36	O=C(COc1ccc(Cl)cc1Cl)NCCCn1ccnc1	34.4%	8.2%	5.3	-0.2%	-18.1%	-30.2%	-22.1%	-50.1%[12.7 µM]	-2.9%
37	Cc1ccc(S(=O)(=O)N2CCOCC2)cc1NC(=O)COC(=O)c1cc(=O)c2ccccc2o1	14.1%	0.6%	13.7	11.5%	-7.0%	9.8%	6.6%	32.6%[59 µM]	-12.1%
38	COC(=O)c1ccccc1S(=O)(=O)NNC(=O)c1nn(C)c(=O)c2ccccc12	2.1%	-0.7%	0.4	4.4%	?	.	-21.7%	.	-13.6%
39	Nc1nc(SCC(=O)Nc2cc(C(F)(F)F)ccc2Cl)[nH]c(=O)c1NC(=O)c1ccco1	16.1%	-1.4%	-3.3	-6.5%	-10.3%	-3.7%	27.1%	14.8%	-22.0%
40	CCOc1cc(C(=O)NCCc2csc3nc(-c4ccc(C)cc4)nn23)cc(OCC)c1OCC	48.5%[activator]	0.9%	3.9	1.0%	3.3%	1.1%	2.9%	-2.2%[59 µM]	-8.2%
41	NC(=O)c1ccsc1NC(=O)CSc1ccccc1F	-0.2%	5.1%	4.6	-3.2%	-3.4%	-2.7%	32.0%[activator]	-5.6%[12.7 µM]	6.7%
42	CCc1ccc(-n2c(=O)c3c4c(sc3n(CC(=O)NCCCOC)c2=O)CCCC4)cc1	26.9%	1.2%	-23.2	-12.2%	-0.3%	2.5%	-1.5%	3.7%[59 µM]	-0.9%
43	NC(=O)COC(=O)c1ccccc1SCC(=O)NC1CCCCCCC1	12.2%	3.3%	4.9	0.4%	-4.1%	-2.1%	5.3%	-32.9%	-7.8%
44	CCN(CC)C(=O)CNc1ccc(C(F)(F)F)cc1[N+](=O)[O-]	22.7%	?	-0.2	-3.8%	-10.3%[57.1 µM]	2.0%	5.3%	16.6%[59 µM]	-19.3%
45	CCN(CC)CCCNC(=O)c1cn(C)c2ccc(S(=O)(=O)N(C)C)cc2c1=O	36.5%	-8.3%	-3.6	-7.9%	-1.4%	-2.0%	0.7%	?	-11.6%
